Bioassay records: PubChem BioAssay, Broad Institute
C2C12 statin: suppressors of statin myotoxicity in C2C12 myotubes, primary screen, cell-based, single point, plate reader | 330,000 compounds, 0.78% hits | rescue of ATP level, % at 7.49 µM | C2C12 myotubes + simvastatin, ATP luminescence, 48 h; scaled: DMSO 0, geranylgeraniol control 100 | AID 602340, 2012;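 active = mean ATP rescue above about 67%, or every replicate alone reaching that limit, limit read from the data, passing the limit was not always enough; inconclusive = no clear call, values can overlap the other calls; inactive = mean under the limit and some replicate under it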;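 also: myotubes were challenged with 10 µM simvastatin during compound exposure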
PAX8 reporter: inhibitors of PAX8-driven TPO luciferase reporter, primary screen, RMG-I cells, single concentration; SteadyGlo, 24 h; inhibition, % at 12.6 µM; 360,000 compounds, 1.2% hits; AID 652154, 2013;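 active = mean replicate inhibition at least 60% with every replicate also reaching 60%; inconclusive = only one of the two criteria is met; inactive = mean below 60% and not all replicates reaching 60%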;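 also: luciferase light reporting Pax8 driven TPO promoter activity; plate controls were median of neutral control wells for no effect and mitoxantrone controls for full effect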
PglD DTNB: C. jejuni PglD acetyltransferase inhibitors, primary screen, biochemical, DTNB colorimetric, single point; purified PglD enzyme, DTNB colorimetric CoA detection; inhibition, % at 12.5 µM; 360,000 compounds, 0.098% hits; AID 602405, 2012; in the data active = inhibition above about 16%, passing the limit was not always enough; inconclusive = no clear call, values can overlap the other calls; also: strong numbers were not always called active
LGR2 antag: inhibitors of bursicon-induced LGR2 CRE-luciferase signal, primary screen, cell-based, HEK293, CRE-luciferase reporter, bursicon stimulation. Drosophila bursicon receptor LGR2 (rickets). 380,000 compounds, 0.35% hits. inhibition, % at 9.99 µM. bursicon-stimulated, 4 h;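 active = drop in luminescence signal, shown as inhibition above about 50% in the replicate tests, limit read from the data, passing the limit was not always enough; inconclusive = probably only some replicates passing the limit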;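 also: agonist challenge used bursicon conditioned medium at about half maximal strength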
INS-1E GSIS act: GLuc luminescence reporter in INS-1E cells, primary screen for activators of glucose-dependent secretion of insulin. activation, % at 16.6 µM. AID 743287, 2014. 370,000 compounds, 0.61% hits. INS-1E GLuc reporter insulin secretion, 2-3 h;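 active = lowest replicate activation of at least 40%, so every replicate reaches that level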;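 also: 0% = median of neutral control wells and 100% = median of IBMX positive control wells; some compounds called inactive have numbers as strong as hits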
PGC1a acetyl inh: inhibitors of PGC1a acetylation signal, primary screen, cell-based, U2OS, AlphaScreen, inhibitor mode; AlphaScreen anti-acetyl-lysine; with virally co-expressed GCN5 acetyltransferase; inhibition, % at 15.6 µM; 350,000 compounds, 0.17% hits;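 active = every replicate shows inhibition of at least 40%; inconclusive = mean inhibition at least 40% but some replicate below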;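 also: 0% = neutral control wells and 100% = positive control wells; some results beyond the cut were filed as inactive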
Cneo AK release: Cryptococcus neoformans cell lysis inducers, primary screen, AK release luminescence, single concentration | C. neoformans lysis, adenylate kinase release luminescence, 4 h; normalised: neutral wells 0, clomiphene wells 100 | lysis activity, % at 15 µM | 360,000 compounds, 0.2% hits | AID 651654, 2012;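 active = mean lysis activity across replicates of at least 80%, whatever share of replicates individually reach that level; inactive = mean lysis activity below 80%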
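Material – log-phase Cryptococcus neoformans yeast cells · Input – 5 × 10^6 yeast cells/mL · Medium – fresh YPD growth medium · Doses – single compound concentration per well · Timing – static 4 h at 37 °C with compound, 1 h detection · Detection – adenylate kinase release luminescence · Read-out – signal increase indicating cell lysis · Control set – Clomiphene as positive lysis control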
ARNT TACC3 PPI: disruptors of ARNT/TACC3 protein interaction, primary screen, biochemical, AlphaScreen, single concentration; Transforming acidic coiled-coil-containing protein 3 (Homo sapiens), Q9Y6A5; AlphaScreen His-ARNT PAS-B/GST-TACC3 binding, luminescence; TACC3 fragment carries E629A point mutation; inhibition, % at 9.99 µM; 390,000 compounds, 0.66% hits; AID 623870, 2012;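 active = mean inhibition of replicates at least 50% and at least half of replicates each reaching 50%; inconclusive = half or more replicates reach 50% but mean below 50%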;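 also: 0% = complete ARNT plus TACC3 wells and 100% = ARNT alone without TACC3; many hits fall short of the cut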
Starred values were filed as active, the others as inactive; ? = inconclusive; / = no result given.

SMILES	C2C12 statin	PAX8 reporter	PglD DTNB	LGR2 antag	INS-1E GSIS act	PGC1a acetyl inh	Cneo AK release	ARNT TACC3 PPI
COCC(=O)Nc1ccc2c(c1)C(=O)N(C)C[C@H](OC)[C@H](C)CN(Cc1ccccc1OC)[C@@H](C)CO2	-10	/	-7	3	5	-2	-6	-8
CCOC(=O)c1cc2c(ccn2C)n1Cc1ccc(C#N)cc1	/	-15	/	-7	-52	/	/	3
C[C@@H]1CCCCO[C@@H](CN(C)C(=O)NC2CCCCC2)[C@@H](C)CN([C@@H](C)CO)C(=O)c2cc(NS(=O)(=O)c3cn(C)cn3)ccc2O1	/	-17	/	3	3	-2	/	/
CCOc1ccccc1NC(=O)CSc1nc(N)c(C#N)cc1C#N	-5	/	-4	10	25	-2	0	-4
CCCCCCC(=O)Oc1ccc(N2C(=O)CCC2=O)cc1	/	12	/	13	0	/	/	-6
CCn1c(CNC(=O)c2cccc(C)c2)nnc1SCC(=O)Nc1cccc(OC)c1	12	/	0	/	-15	-6	0	2
O=C(C[C@@H]1C[C@H]2c3cc(NC(=O)Nc4ccccc4)ccc3O[C@H]2[C@@H](CO)O1)NCc1ccncc1	3	3	-2	11	-4	0	2	0
CCOC(=O)N1CCN(c2nc(-c3ccccc3)c3ccccc3n2)CC1	32	/	-2	/	/	-12	-1	-13
CCCN(C)C[C@H]1OCCCC[C@H](C)Oc2ccc(NC(=O)CCC(F)(F)F)cc2C(=O)N([C@@H](C)CO)C[C@H]1C	4	0	/	-3	19	4	/	/
CCN(C(=O)CSc1nnc(-c2cccs2)o1)C1CCS(=O)(=O)C1 (stereo not given)	5	-9	6	12	/	0	3	-2
Cc1cccc(C)c1NC(=O)C/C(N)=N/O	3	/	4	/	/	4	7	-2
COc1cccc(CN2CC3(CCN(Cc4ccccn4)CC3)c3c([nH]c4cc(OC)ccc34)[C@@H]2CO)c1	/	-2	/	-1	-15	-21	/	/
Cc1ccc(CNC(=O)c2ccc(Cl)cc2[N+](=O)[O-])cc1	-8	/	3	/	/	-7	0	-6
O=C([C@@H]1[C@@H](CO)[C@@H]2Cn3c(cccc3=O)[C@@H]2N1C(=O)CC1CC1)N1CCc2ccccc2C1	-6	-5	-2	-13	5	1	2	1
O=C(CN(CC1CCCO1)C(=O)CNS(=O)(=O)c1ccc(Cl)cc1)NC1CCCCC1 (stereo not given)	-10	19	1	-12	2	/	1	-3
COc1ccccc1CNC(=O)C[C@H]1CC[C@H]2[C@@H](COC[C@@H](O)CN2C(=O)Nc2ccc(F)cc2)O1	-2	-1	0	-15	-9	5	0	2
CCCC[C@@H]1CN=C(N)N1CCCC	-29	9	4	-4	9	/	-1	0
Cc1ccccc1/C=C\c1nc(O)c([N+](=O)[O-])c(=O)[nH]1	0	-16	-3	6	1	/	-6	-3
CCCCN1C(=O)N(C)C2NC(=O)NC21 (stereo not given)	14	-16	5	/	/	8	-1	-4
Cc1nc(SCC(=O)Nc2nccs2)c(C#N)c(C)c1C	-6	0	1	-22	-2	-4	0	6
COc1ccc(-c2cn(-c3ccccc3)nc2CO)cc1	-16	-99	3	-16	10	/	0	1
C/C(=N\NC(=O)c1nnn(-c2nonc2N)c1C)c1ccc(OCc2ccccc2)cc1	1	-113	-12	-57	-1	/	-1	1
CCN1CCC(C(=O)NC(c2ccc(F)cc2)c2ncccc2C)CC1 (stereo not given)	-5	-1	-2	/	/	6	-9	/
CCc1cccc(C)c1NC(=O)CCNC(=O)c1cccc(C)c1	-1	-4	-2	-5	-2	-1	1	/
CCN1CCN(CCNC(=O)CCCn2nc(C)c3c(C)n(-c4ccc(C)cc4)nc3c2=O)CC1	0	13	2	-14	128	-6	-1	4
O=C([C@@H]1[C@@H](CO)[C@@H]2Cn3c(ccc(C4=CCCC4)c3=O)[C@H]1N2C(=O)c1ccccc1)N1CCOCC1	-6	-47	-1	6	-3	/	-2	3
COCCN(C[C@@H]1N[C@@H](CO)[C@H]1c1ccc(-c2cccc(F)c2)cc1)C(C)=O	4	1	1	-19	-3	0	-4	-16
Nc1ncnc2c1ncn2[C@@H]1O[C@H](CNS(=O)(=O)c2ccc(-c3ccno3)s2)[C@@H](O)[C@H]1O	9	-7	1	6	-20	-9	2	0
COC(=O)CCN1CCN(S(=O)(=O)c2cccc(Br)c2)CC1	-3	-10	3	13	-1	-6	-1	1
CN(CC(=O)Nc1ccccc1C(F)(F)F)C(=O)COc1cccnc1[N+](=O)[O-]	/	-11	/	-7	-7	/	/	-9

Reprinted from above, nine compounds:
SMILES	C2C12 statin	PAX8 reporter	PglD DTNB	LGR2 antag	INS-1E GSIS act	PGC1a acetyl inh	Cneo AK release	ARNT TACC3 PPI
C/C(=N\NC(=O)c1nnn(-c2nonc2N)c1C)c1ccc(OCc2ccccc2)cc1	1	-113	-12	-57	-1	/	-1	1
CCN1CCC(C(=O)NC(c2ccc(F)cc2)c2ncccc2C)CC1 (stereo not given)	-5	-1	-2	/	/	6	-9	/
CCc1cccc(C)c1NC(=O)CCNC(=O)c1cccc(C)c1	-1	-4	-2	-5	-2	-1	1	/
CCN1CCN(CCNC(=O)CCCn2nc(C)c3c(C)n(-c4ccc(C)cc4)nc3c2=O)CC1	0	13	2	-14	128	-6	-1	4
O=C([C@@H]1[C@@H](CO)[C@@H]2Cn3c(ccc(C4=CCCC4)c3=O)[C@H]1N2C(=O)c1ccccc1)N1CCOCC1	-6	-47	-1	6	-3	/	-2	3
COCCN(C[C@@H]1N[C@@H](CO)[C@H]1c1ccc(-c2cccc(F)c2)cc1)C(C)=O	4	1	1	-19	-3	0	-4	-16
Nc1ncnc2c1ncn2[C@@H]1O[C@H](CNS(=O)(=O)c2ccc(-c3ccno3)s2)[C@@H](O)[C@H]1O	9	-7	1	6	-20	-9	2	0
COC(=O)CCN1CCN(S(=O)(=O)c2cccc(Br)c2)CC1	-3	-10	3	13	-1	-6	-1	1
CN(CC(=O)Nc1ccccc1C(F)(F)F)C(=O)COc1cccnc1[N+](=O)[O-]	/	-11	/	-7	-7	/	/	-9

Full records as entered above. Values in the order: C2C12 statin | PAX8 reporter | PglD DTNB | LGR2 antag | INS-1E GSIS act | PGC1a acetyl inh | Cneo AK release | ARNT TACC3 PPI
`O=C([C@@H]1[C@@H](CO)[C@@H]2Cn3c(cccc3=O)[C@@H]2N1C(=O)CC1CC1)N1CCc2ccccc2C1` across the screens: -6 | -5 | -2 | -13 | 5 | 1 | 2 | 1
`COCC(=O)Nc1ccc2c(c1)C(=O)N(C)C[C@H](OC)[C@H](C)CN(Cc1ccccc1OC)[C@@H](C)CO2` across the screens: -10 | / | -7 | 3 | 5 | -2 | -6 | -8

Following part.
SMILES	C2C12 statin	PAX8 reporter	PglD DTNB	LGR2 antag	INS-1E GSIS act	PGC1a acetyl inh	Cneo AK release	ARNT TACC3 PPI
Cn1cc(S(=O)(=O)N2CCN(Cc3ccccc3)CC2)c(=O)n(C)c1=O	2	-26	2	-1	/	/	0	/
CCOc1ccc(Nc2nc(N3CCOCC3)nc(N3CCOCC3)n2)cc1	3	16	-1	10	/	-11	1	1
CCOC(=O)c1sc(NC(=O)CNCc2cccnc2)c(C(=O)OCC)c1C	0	-5	12	5	6	6	-7	-1
Brc1cccc(/C=N/Nc2nn[nH]n2)c1	/	15	/	4	8	/	/	-3
C(=N\n1cnnc1)/C1CCCCC1	0	/	5	-8	11	/	7	-4
COc1ccc(CCNC(=O)Cc2ccc(OCc3ccccc3)c(OC)c2[N+](=O)[O-])cc1OCc1ccccc1	/	/	/	20	-21	-15	/	-6
C=CCNC(=O)CN1C2CCCC1CC(NC(=O)c1ccccc1C)C2 (stereo not given)	-7	/	-2	/	11	2	-5	-5
CN(C)c1ccc(C(=O)NCC2CCCO2)cc1 (stereo not given)	-7	/	-322	/	/	8	1	-1
CCC(C)(C)n1nnnc1C(c1cc2cccc(C)c2[nH]c1=O)N1CCN(C(=O)c2ccco2)CC1 (stereo not given)	30	/	2	/	/	1	-5	0
Cn1c(=O)c([N+](=O)[O-])c(-n2cnc3ccccc32)c2ccccc21	/	13	8	1	/	3	-1	8
Cc1cc(C(C)(C)C)cc(C)c1COC(=O)c1cccnc1	2	7	/	-2	-32	/	/	-5
COc1ccc2c(CCNC(=O)/C=C/c3ccc(OC)c(OC)c3)c[nH]c2c1	0	1	-1	-8	-22	4	1	6
C[C@@H]1CCCCO[C@@H](CN(C)S(=O)(=O)c2cccs2)[C@@H](C)CN([C@@H](C)CO)C(=O)c2cc(NC(=O)NC3CCCCC3)ccc2O1	/	19	-1	1	0	-1	-1	11
O=C(Cc1ccc(-c2ccccc2)cc1)Nc1ccccn1	-77	-8	-2	-7	-20	-13	-4	2
Cc1cc(N2CCN(c3ccccc3)CC2)n2cc(-c3ccccc3)nc2n1	7	/	-15	/	/	0	-1	16
CO[C@@H]1CN(C)C(=O)c2cc(NC(=O)C3CCCC3)ccc2OC[C@@H](C)N(C(=O)Nc2ccc(C(F)(F)F)cc2)C[C@H]1C	-10	15	1	-5	-5	/	-2	-7
CC(=O)c1ccc(NC(=O)c2ccc(CSc3ccccc3)o2)cc1	/	-8	/	-5	-10	/	/	4
CSc1ccccc1NC(=O)CN(C)C(=O)c1ccc(NC(=O)c2cccs2)cc1	9	2	0	7	2	5	-1	/
COc1ccc(Cn2cc(Cn3c4ccccc4c(=O)n3C(C)C)nn2)cc1	-6	12	5	7	2	10	1	/
C/C(Sc1nnc(Cc2ccccc2)o1)=C(\O)c1ccccc1	0	6	0	2	-9	-6	0	0
CO[C@H]1CC[C@H]2CCN(C)C(=O)C[C@@H](c3ccccc3)CN(C)C(=O)c3cccc(C#N)c3OC[C@@H]1O2	0	8	0	10	16	/	1	-5
COc1cc(CCC(=O)Nc2sccc2C#N)cc(OC)c1OC	12	4	-1	7	7	23	1	-1
CCOC(=O)c1c(C)[nH]c(C(=O)CC(=O)OC)c1C	8	-11	0	1	1	4	-1	-2
Cn1cc(Cl)c(C(=O)Nc2nccs2)n1	9	-49	/	-8	-12	/	/	1
COCCNC(=O)c1cc(-c2ccc3c(c2)OCO3)on1	-2	/	0	/	/	-13	-2	-3
COc1ccc(C2NC(=O)c3ccccc3N2)cc1 (stereo not given)	-8	/	-2	/	/	/	-1	-3
CC1(C)Cc2c(sc3nnn(Cc4ccccc4)c(=O)c23)CO1	/	11	/	-26	38	/	/	0
CS(=O)(=O)c1ccc2nc(NC(=O)CN3C(=O)C4CC=CCC4C3=O)sc2c1 (stereo not given)	-2	-1	-2	6	/	-4	1	-9
COc1ccc(-n2c(SCC(=O)Nc3cc(C(=O)O)ccc3C)nc3ccccc3c2=O)cc1Cl	14	18	-4	-17	5	-10	1	24
CC(C)C(NC(=O)CN(c1ccc2c(c1)OCCO2)S(=O)(=O)c1ccccc1)C(C)C	-9	-8	1	14	-24	4	0	-18
Cc1sc2ncnc(N3CCC(C(=O)N(C)CC(=O)Nc4cccc(F)c4)CC3)c2c1C	-5	-4	-4	?	-36	12	3	/
